Fh CTSL1 inh – counter-screen for PFM18AAP inhibitors: inhibitors of F. hepatica cathepsin L1. recombinant F. hepatica cathepsin L1, Z-Leu-Arg-MCA fluorescence. inhibition, % at 5.96 µM. hit rate 0.49% among 300,000;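 active = inhibition above the mean of all tested compounds plus 3 SD, set per screening campaign, cut at about 17% in these data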;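 also: 0% = plate median of test compound wells and 100% = 1 µM Z-Phe-Ala-diazomethylketone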
PP1 inh – counter-screen for PP5 inhibitors: inhibitors of human PP1-alpha; P62136; purified PP1alpha, OMFP fluorescence; inhibition, % at 6.7 µM; hit rate 0.9% among 320,000; AID 2235;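 active = inhibition above the mean inhibition of all tested compounds plus 3 SD, computed separately for each screening campaign, cut at about 15% in these data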
Target sequence (P62136 whole entry, looked up): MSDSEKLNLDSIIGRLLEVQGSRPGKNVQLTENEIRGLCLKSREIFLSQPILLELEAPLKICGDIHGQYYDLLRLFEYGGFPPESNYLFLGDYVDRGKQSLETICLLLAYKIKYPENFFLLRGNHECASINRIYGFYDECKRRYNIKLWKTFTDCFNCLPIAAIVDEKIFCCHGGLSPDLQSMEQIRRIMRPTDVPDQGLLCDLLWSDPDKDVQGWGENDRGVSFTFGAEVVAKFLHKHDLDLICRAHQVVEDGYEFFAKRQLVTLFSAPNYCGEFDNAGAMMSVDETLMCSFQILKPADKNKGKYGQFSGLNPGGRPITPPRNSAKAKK
PP5 primary – blocks human protein phosphatase 5 activity; purified PP5c, OMFP substrate fluorescence; inhibition, % at 6.7 µM; hit rate 0.18% among 320,000;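 active = inhibition above the campaign's mean inhibition across all tested compounds plus 3 SD, cut at about 9.5% in these data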;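 also: 0% = DMSO only and 100% = 100 µM cantharidin control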
proCasp3 act – procaspase-3 (human) activation. recombinant procaspase-3 D3A, Ac-DEVD-pNA absorbance 405 nm. activation, % at 8.5 µM. hit rate 0.11% among 330,000;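 active = activation above the mean of all tested compounds plus 3 SD, cut at about 21% in these data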;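 also: 0% = DMSO alone and 100% = DMSO wells spiked with extra 5 µM PC-3 D3A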
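System: Procaspase-3 D3A mutant. Medium: Zinc-free 300 mM NaCl, 50 mM HEPES, 0.01% Triton X-100. Schedule: 1 h preincubation plus 2 h reaction at 25 °C. Measured by: 405 nm absorbance of p-nitroaniline, reads at 0 and 120 min. Read-out: percent activation relative to control range.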
JMJD2C inh – inhibitors of human GASC-1 (JMJD2C) demethylase; GST-JMJD2C(1-420) H3K9me3 demethylation, DELFIA europium; inhibition, % at 2.35 µM; hit rate 0.069% among 330,000; AID 2099;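 active = more than half of a compound's replicate wells show inhibition beyond 50%, single wells judged on their own value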;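 also: signal counts dimethyl H3K9 product captured on neutravidin plate; 0% = median of DMSO wells and 100% = 0.3 times that DMSO median; strong numbers were not always called active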
Target sequence (Q9H3R0 1-420 limits assumed): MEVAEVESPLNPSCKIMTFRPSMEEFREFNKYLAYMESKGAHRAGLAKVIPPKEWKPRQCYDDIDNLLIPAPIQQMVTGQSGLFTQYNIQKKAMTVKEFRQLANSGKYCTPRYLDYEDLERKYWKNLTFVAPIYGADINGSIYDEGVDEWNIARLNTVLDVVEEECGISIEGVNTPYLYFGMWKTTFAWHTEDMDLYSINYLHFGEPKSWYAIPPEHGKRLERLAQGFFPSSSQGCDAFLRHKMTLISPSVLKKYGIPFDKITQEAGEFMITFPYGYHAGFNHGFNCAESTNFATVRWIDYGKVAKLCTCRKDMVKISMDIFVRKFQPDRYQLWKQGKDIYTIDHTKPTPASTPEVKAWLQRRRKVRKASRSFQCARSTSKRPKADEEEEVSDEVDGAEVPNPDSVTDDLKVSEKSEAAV
VLA-4 inh – inhibition in a human VLA-4 binding assay | P13612 | VLA-4 expressing cells, ligand binding flow cytometry | inhibition, % (about 7 µM as worked out from the volumes in the protocol) | hit rate 0.2% among 330,000 | AID 2557; in the data active = inhibition above about 50%
proCasp7 act – counter-screen: procaspase-7 (human) activation; hit rate 0.093% among 330,000; P55210; activation, % at 8.5 µM; recombinant procaspase-7, Ac-DEVD-pNA absorbance 405 nm; D23A/D198A/D206A triple mutant, cannot self-cleave; scale: DMSO 0, 5 µM enzyme 100; AID 463210;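 active = percent activation above the screen-wide mean plus 3 SD, cut at about 25% in these data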
Target sequence (P55210 whole entry D23A/D198A/D206A): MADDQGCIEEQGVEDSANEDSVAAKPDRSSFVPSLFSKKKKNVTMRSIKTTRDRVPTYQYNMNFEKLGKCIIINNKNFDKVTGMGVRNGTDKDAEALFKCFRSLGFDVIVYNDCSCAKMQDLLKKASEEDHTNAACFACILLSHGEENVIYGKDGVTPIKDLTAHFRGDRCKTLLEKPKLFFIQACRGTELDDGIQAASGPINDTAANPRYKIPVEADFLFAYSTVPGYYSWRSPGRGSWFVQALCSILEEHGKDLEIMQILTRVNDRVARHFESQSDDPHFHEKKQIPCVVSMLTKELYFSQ
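System: Procaspase-7 triple mutant (PC-7 D3A); measure: % activation from two-timepoint absorbance difference, scaled to controls; times: 1 h compound preincubation, 2 h substrate cleavage, 25 °C; also added: Ac-DEVD-pNA substrate, 400 µM as added; measured by: Epi-absorbance of released pNA at 405 nm, two timepoints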
HCV core dimer – blocks dimerization of HCV core protein; inhibition, % at 5 µM; hit rate 0.33% among 300,000; TR-FRET GST/Flag-core106 dimerization, 1536-well;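 active = inhibition above the mean of all tested compounds plus 3 SD, set per screening campaign, cut at about 45% in these data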
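Assay system: tagged HCV core106 pair (GST and Flag); medium: KF-containing HEPES buffer, pH 7.45, DTT, CHAPS, BSA; also added: Eu donor and XL665 acceptor anti-tag antibodies; dosing: 5 µM single dose; timing: compound-protein-antibody incubation 4 h at 22.5 °C; signal: TR-FRET 671 and 617 nm emission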
GRK2 inh – blocks RNA aptamer binding to human GRK2. hit rate 0.59% among 330,000. P25098. AID 488847. inhibition of aptamer binding, % at 10 µM. bead flow cytometry, FAM-aptamer displacement from GRK2;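 active = inhibition of aptamer binding above 40%, roughly 3 SD of noise, on plates passing a quality check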;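 also: median bead fluorescence of bound FAM aptamer so fluorescent compounds give negative values; no value below 0 was filed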
* = called active by the depositor; nt = no result given.

SMILES | Fh CTSL1 inh | PP1 inh | PP5 primary | proCasp3 act | JMJD2C inh | VLA-4 inh | proCasp7 act | HCV core dimer | GRK2 inh
CCc1ccccc1NC(=S)N1CCC(NC(=O)c2ccc(OC)cc2)CC1 | 3.6 | -2.7 | 1.0 | 0.2 | -11.0 | 3.2 | -4.9 | 13.4 | 0.0
COCCn1c(SCC(=O)c2[nH]c(C)c(C(C)=O)c2C)nc2ccccc2c1=O | -1.6 | 2.4 | -1.7 | 2.0 | -4.6 | -18.8 | 1.1 | -2.6 | 0.0
COc1ccc(NC(=O)Nc2c(C)n(C)n(-c3ccccc3)c2=O)cc1OC | -1.9 | -0.8 | -0.9 | 8.6 | -16.0 | 3.8 | -3.1 | 7.0 | 0.0
CCCCNC(=S)NNC(=O)c1cc(C)on1 | -1.4 | 0.7 | 0.7 | -4.9 | 5.0 | 14.3 | -6.5 | -3.7 | 0.0
CCOc1ccc(S(=O)(=O)N/N=C(\C)Cc2ccc(OC)cc2)cc1 | 3.9 | -0.2 | 1.4 | -1.0 | 11.2 | 8.3 | -11.1 | -0.4 | 0.0
CNC(=O)c1c(NC(=O)c2cccc(N3C(=O)CCC3=O)c2)sc2c1CCCC2 | -4.7 | -2.0 | -1.8 | 0.2 | -2.6 | 0.7 | -1.1 | 1.5 | 3.0
Cn1nccc1NC(=O)NC(=O)c1c(Cl)cccc1Cl | -1.5 | -4.5 | 0.5 | -2.4 | -7.4 | 11.4 | 1.9 | 1.4 | 0.0
CC(C)Oc1ccc(C(=O)NC(=S)N2CCOCC2)cc1 | 6.3 | 5.7 | -2.6 | -8.7 | 8.8 | 0.4 | -16.1 | -0.7 | 0.0
O=C(Nc1ccccn1)c1cc(-c2cccnc2)nc2ccc(Br)cc12 | -1.9 | -2.6 | 0.2 | 0.0 | 10.8 | -22.9 | 4.8 | -13.8 | 0.0
O=C(Cc1cccs1)Nc1ccc2c(c1)C(=O)OC2 | -15.6 | 1.6 | 1.8 | 4.8 | 15.5 | 1.2 | 6.2 | -6.0 | 1.0
O=C1CCCN1CCCNc1ncnc2c1cnn2-c1ccc(Cl)cc1 | -1.9 | -3.5 | 1.0 | -1.8 | -4.6 | 6.2 | 4.1 | -18.8 | 4.0
COc1ccccc1OCc1nc(-c2ccc([N+](=O)[O-])cc2)no1 | -1.3 | 2.3 | 0.6 | 6.2 | 0.2 | 17.6 | 7.7 | 0.9 | nt
O=C(Nc1nnc(C2=COCCO2)o1)c1ccc([N+](=O)[O-])s1 | -1.4 | 2.8 | 3.7 | -9.6 | -0.9 | 0.6 | -14.4 | 11.1 | 0.0
CCCCCC(=O)NC(Cc1ccc(OC)c([N+](=O)[O-])c1)C(=O)O (centres undefined) | 1.8 | -2.5 | 2.6 | -4.1 | 7.9 | 5.2 | -5.0 | -15.6 | 0.0
CCCCOC(=O)n1c(SCC(=O)N(CC)CC)nc2ccccc21 | 6.0 | -1.1 | 1.5 | 0.7 | 1.1 | -2.1 | -2.1 | 10.8 | 1.0
CCOC(=O)CSc1nnc(NC(=O)c2cccc([N+](=O)[O-])c2C)s1 | -2.8 | -2.7 | -3.0 | -0.5 | 2.5 | 14.4 | 2.9 | 12.5 | 1.0
CCOC(=O)c1c(C)oc2c1c(C(c1ccncc1)N1CCOCC1)c(O)c1ccccc12 (centres undefined) | 0.7 | 3.0 | 2.6 | -2.7 | 1.2 | 8.1 | 13.4 | 3.1 | 0.0
CCCOc1ccc(-c2c(C(=O)N/N=C(\C)c3cccnc3)nnn2-c2nonc2N)cc1 | 1.0 | -1.3 | 3.1 | -2.1 | -19.0 | -4.0 | 6.3 | 11.0 | 0.0
O=C(Nc1ccccn1)c1ccc(S(=O)(=O)N2CCCC2)cc1 | -2.5 | -10.4 | 1.0 | -1.8 | -1.5 | -0.3 | 3.9 | -2.3 | 2.0
COc1ccc(-n2c(SCC(=O)NCC3CCCO3)nc3c(c2=O)SCC3)cc1OC (centres undefined) | 0.1 | -1.6 | 2.3 | 0.0 | -0.3 | 2.2 | 4.4 | -5.0 | 0.0
CC(C)N(CCCNC(=O)c1ccc(CS(=O)(=O)c2c(Cl)cccc2Cl)o1)Cc1ccccc1 | 0.0 | -3.0 | 1.8 | 0.9 | 10.2 | 10.5 | 0.3 | 9.2 | 0.0
O=C(O)CCC(=O)Nc1cccc(C(=O)Nc2cccc(Cl)c2)c1 | 0.5 | -2.5 | -2.4 | 2.6 | -2.7 | 10.1 | 6.9 | -6.1 | 3.0
COC(=O)c1c(C)[nH]c(/C=N/Nc2ccccc2)c1C | -3.4 | -0.6 | 0.0 | 5.8 | 8.5 | 19.6 | -1.8 | 1.3 | 0.0
CCOC(=O)c1c(C)[nH]c(C(=O)/C(C#N)=C/c2ccc(OC(F)F)c(OC)c2)c1C | -0.8 | -0.4 | 4.2 | 2.1 | 10.1 | -18.8 | 1.1 | 4.7 | 0.0
Oc1ccc(Cl)cc1/C=N/c1nccs1 | 0.7 | -1.1 | -2.6 | 1.4 | -2.7 | -7.8 | -1.6 | -1.2 | 4.0

The closing two compounds of the part before are carried over, then new ones follow:
SMILES | Fh CTSL1 inh | PP1 inh | PP5 primary | proCasp3 act | JMJD2C inh | VLA-4 inh | proCasp7 act | HCV core dimer | GRK2 inh
CCOC(=O)c1c(C)[nH]c(C(=O)/C(C#N)=C/c2ccc(OC(F)F)c(OC)c2)c1C | -0.8 | -0.4 | 4.2 | 2.1 | 10.1 | -18.8 | 1.1 | 4.7 | 0.0
Oc1ccc(Cl)cc1/C=N/c1nccs1 | 0.7 | -1.1 | -2.6 | 1.4 | -2.7 | -7.8 | -1.6 | -1.2 | 4.0
CCCCCCC(=O)c1c(C)[nH]c(C(=O)OCC)c1C | -1.3 | 3.1 | 8.4 | -14.3 | -12.8 | 2.4 | 1.0 | -2.7 | 0.0
CC(C)C(=O)NCCc1nc(-c2ccccc2Cl)no1 | 5.0 | -1.9 | -7.1 | -7.7 | 0.3 | -12.4 | -4.8 | -16.7 | 0.0
CN1CCN(C(=O)C2CCN(S(=O)(=O)c3cnc[nH]3)CC2)CC1 | -0.9 | -6.5 | -0.6 | -9.3 | -11.0 | -8.8 | -1.6 | 1.7 | 6.0
CN(c1ccccc1)c1nc(N)c([N+](=O)[O-])c(N2CCCCCC2)n1 | 0.4 | 0.7 | 1.2 | 10.7 | -3.1 | -5.8 | 10.9 | 4.9 | 2.0
O=C(CCc1c[nH]c2ccccc12)N1CCCCCCC1 | 8.0 | -1.4 | -7.4 | -3.0 | -29.8 | -6.5 | -4.8 | -23.9 | 1.0
O=C(c1ccc2c(c1)OCO2)C1CCCN(Cc2ccc3cccc(F)c3n2)C1 (centres undefined) | 1.2 | 1.1 | 4.2 | -3.4 | 24.5 | 4.8 | 4.3 | 10.5 | 0.0
Cc1c(NS(=O)(=O)c2cccs2)c(=O)n(-c2ccccc2)n1C | -2.4 | -3.5 | -0.7 | -1.2 | -15.2 | -3.4 | -3.5 | -4.6 | 1.0
O=C(O)CCN1C(=O)c2ccc(NC(=O)CSCc3ccccc3)cc2C1=O | -1.1 | -5.1 | 0.1 | -8.1 | 1.5 | 0.0 | 12.6 | -12.3 | 2.0
Cc1ccn2c(NCc3ccccc3)c(-c3cccc(SC4CCCCC4)c3)nc2c1 | nt | nt | nt | 7.1 | 0.8 | 11.7 | 7.4 | nt | 0.0
CCCCN(C)CCCNC(=O)c1cn(CC)c2ccc(S(=O)(=O)N3CCOCC3)cc2c1=O | -0.6 | -4.8 | 0.7 | 12.6 | -3.2 | 5.0 | 3.1 | -2.2 | 0.0
CC(=O)Nc1ccc(NC(=O)CSc2nc(=O)n(Cc3ccncc3)c3c2CCC3)cc1 | -0.1 | 1.4 | -0.8 | -1.1 | 5.3 | 6.9 | -1.9 | 0.1 | 0.0
COc1cc(C(=O)NCCc2ccc(S(N)(=O)=O)cc2)cc(OC)c1OC | -1.1 | 1.9 | 0.9 | 6.4 | 1.5 | -1.5 | 0.0 | -4.0 | 0.0
Cc1ccc2cc(CN(CC3CCCO3)C(=S)Nc3ccccc3)c(=O)[nH]c2c1 (centres undefined) | -1.5 | 0.2 | 2.9 | -4.1 | 2.8 | -6.2 | 4.3 | -1.0 | 0.0
CC(Oc1ccccc1)C(=O)N1CCC2(CC1)Oc1ccc(F)cc1C(=O)C21CC(c2ccccc2)=NO1 (centres undefined) | -1.7 | 5.1 | 1.4 | 3.0 | -11.1 | 12.0 | -15.5 | 19.2 | 6.0
O=C(NC1CC1)c1cccc(S(=O)(=O)Nc2ccccc2F)c1 | 1.7 | -0.3 | 0.3 | 8.7 | 1.8 | -5.7 | 1.6 | -4.7 | 1.0
Cc1c(Cl)cccc1NC(=S)N1CCN(c2ccc([N+](=O)[O-])cn2)CC1 | 1.1 | -1.0 | 1.4 | -11.2 | -2.1 | 3.2 | -0.4 | 4.0 | 0.0
CC(/C=N/NC(=O)Cc1cccn1C)=C\c1ccco1 | 10.3 | 2.0 | 9.6 | -8.7 | 1.4 | -10.3 | -24.1 | -0.6 | 0.0
CCOC(=O)N1CCc2c(sc(NC(=O)Cc3ccccc3)c2C(=O)c2ccc(OC)cc2)C1 | -1.0 | 3.0 | 2.4 | 1.6 | -5.4 | -3.3 | -2.4 | 10.7 | 0.0
O=[N+]([O-])c1cccnc1SCc1ccccc1 | -6.1 | -1.6 | 1.8 | 6.4 | -12.7 | 11.8 | 2.2 | 6.0 | 8.0
COc1cc(CN2CCCC(C(=O)c3ccc(SC)cc3)C2)cc(Cl)c1O (centres undefined) | 0.3 | -3.7 | 1.2 | 3.9 | -13.4 | 15.5 | -5.4 | -2.3 | 1.0
Cc1ccc(S(=O)(=O)N2CCCOC2CNC(=O)C(=O)NCc2ccccc2C)cc1 (centres undefined) | 4.1 | 1.6 | 0.8 | -6.6 | -1.4 | 3.2 | 0.1 | -0.6 | 0.0
CCn1c(C)cc(/C=C2\NC(=O)N(Cc3ccccc3)C2=O)c1C | 1.8 | 9.5 | 3.4 | -3.7 | 4.7 | 9.7 | -9.0 | -0.8 | 0.0
O=C(COC(=O)CN1C(=O)c2ccccc2C1=O)Nc1ccc(S(=O)(=O)N2CCCC2)cc1 | -10.0 | -0.9 | 1.2 | -2.3 | -26.5 | -0.2 | 0.1 | 7.9 | 2.0
COc1ccc(C(C)=O)cc1COC(=O)c1cc(C)oc1C | -5.1 | 1.5 | 0.3 | 2.9 | nt | 7.7 | -0.3 | 1.2 | 0.0
CCc1ccc(OCC(=O)NNC(=O)CSc2ncnc3sc(C)c(C)c23)cc1 | -3.9 | -3.2 | 0.8 | 6.5 | 9.6 | nt | 17.6 | -1.4 | 3.0
C/C(=N\NC(=O)c1cccc(S(=O)(=O)Nc2ccccc2Cl)c1)c1ccco1 | -3.0 | -4.4 | 2.3 | 5.2 | 6.8 | 9.7 | -8.0 | 8.9 | 3.0
CCNCc1cc2cc(C)ccc2[nH]c1=O | 0.4 | 2.0 | -0.9 | 3.4 | -0.9 | -3.0 | 8.3 | 2.5 | 0.0
CCOc1ccc(NC(=O)NC(=O)N(C)S(=O)(=O)c2ccc(C)cc2)cc1 | 1.5 | 0.3 | 1.5 | 1.2 | 1.7 | 11.3 | -2.2 | -6.0 | 0.0
Cc1nc2ncnn2c(C)c1CCC(=O)NCCC1=CCCCC1 | 1.2 | -1.9 | -0.2 | 5.8 | 5.3 | 0.0 | 16.9 | 2.8 | 3.0
